# Compound activity (PubChem BioAssay)
# FBPA Giardia inh: Giardia lamblia aldolase inhibition. purified Giardia FBPA. Potency, µM (titrated, usually from 59.6 µM), for the others: top-dose activity, negative = inhibition, usual class: inhibitors. 290,000 tested, 0.71% active; further: potency means the concentration at half of the fitted maximal effect; nearly all actives have a fitted effect of over 55% in size
# Target sequence (A8B2U2 whole entry, looked up): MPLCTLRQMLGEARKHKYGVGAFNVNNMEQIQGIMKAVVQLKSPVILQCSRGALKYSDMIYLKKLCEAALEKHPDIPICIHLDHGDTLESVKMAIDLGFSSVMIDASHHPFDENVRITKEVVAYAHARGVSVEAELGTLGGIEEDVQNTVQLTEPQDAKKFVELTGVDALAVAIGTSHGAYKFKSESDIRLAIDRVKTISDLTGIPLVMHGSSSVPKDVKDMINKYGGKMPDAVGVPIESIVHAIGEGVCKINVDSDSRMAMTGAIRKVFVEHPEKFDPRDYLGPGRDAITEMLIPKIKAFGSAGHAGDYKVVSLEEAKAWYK
#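 40 nM FBPA preincubated 10 min at RT with compound (up to 57.5 uM final), then substrate plus GAPDH/TPI/NAD/arsenate coupling and diaphorase/resazurin added. Fluorescence read after 20 min at RT, 525/598 nm.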
# HCMV inh: blocks human cytomegalovirus replication; HFF cells, HCMV-luciferase reporter, 72 h; stronger effect = lower value; activity change, negative = inhibition, % at 57.5 µM; 410,000 tested, 4.5% active; in the data active means activity change below about -60%; inconclusive means no clear call, values can overlap the other calls; inactive means above about -39%
#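 After 16 h attachment at 37C, HFF cells received test compound and HCMV-luciferase (1 PFU/cell); reporter luminescence read 72 h later, data normalized against buffer-only and known inhibitor Salinomycin.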
# AmpC inh detg: inhibitors of E. coli AmpC beta-lactamase with detergent; AmpC hydrolysis of nitrocefin, absorbance 480 nm, 0.01% Triton; 370,000 tested, 0.041% active; Potency, µM (doses to about 114 µM), inactives show at the highest dose activity change, negative = inhibition, actives largely listed as inhibitors; P00811;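 further: potency means the concentration at half of the fitted maximal effect; 0% = no-compound wells and -100% = no-enzyme wells; nearly all actives have a fitted effect of over 25% in size; some results filed as inactive show a strong effect at the top dose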
# Target sequence (P00811 whole entry, looked up): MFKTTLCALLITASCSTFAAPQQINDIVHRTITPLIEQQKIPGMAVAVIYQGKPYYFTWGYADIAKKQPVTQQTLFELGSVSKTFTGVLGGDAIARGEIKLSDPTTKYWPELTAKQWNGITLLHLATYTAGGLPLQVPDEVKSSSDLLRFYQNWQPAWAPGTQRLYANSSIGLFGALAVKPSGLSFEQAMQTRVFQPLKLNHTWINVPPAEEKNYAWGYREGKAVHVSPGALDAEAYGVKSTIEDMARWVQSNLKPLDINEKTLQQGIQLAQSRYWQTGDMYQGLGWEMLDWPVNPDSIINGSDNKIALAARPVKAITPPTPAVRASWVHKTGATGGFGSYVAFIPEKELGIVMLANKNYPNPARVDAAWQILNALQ
#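 20 mM phosphate pH 7.0 + 0.01% (detergent screen) or 0.0001% Triton X-100; 5.3 nM AmpC reagent; cpd preinc 15 min RT; nitrocefin (800 uM stock) to start; A480 q20 s × 4 min; Activity was normalised to no-enzyme and no-compound control wells.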
# AmpC no deterg: AmpC beta-lactamase inhibition without detergent; AmpC nitrocefin hydrolysis, absorbance 480 nm, 0.0001% Triton; P00811; Potency, µM (series often up to 57.1 µM), for inactives: at the highest dose activity change, negative = inhibition, actives largely listed as inhibitors; 330,000 tested, 0.52% active; AID 485341;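 further: potency means the concentration at half of the fitted maximal effect; plate controls were no compound for no effect and no enzyme for full effect; nearly all actives have a fitted effect of over 20% in size; some results filed as inactive show a strong effect at the top dose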
#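 20 mM phosphate pH 7.0 + 0.01% (detergent screen) or 0.0001% Triton X-100; 5.3 nM AmpC reagent; cpd preinc 15 min RT; nitrocefin (800 uM stock) to start; A480 q20 s × 4 min; Activity was normalised to no-enzyme and no-compound control wells.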
# HCV inhibitor: HCV inhibition; Huh7.5.1 HCVcc-Cre infection, luciferase reporter, 44 h; Potency, µM (top dose mostly 41.8 µM), for inactives: at the highest dose activity change, negative = inhibition, hits mostly inhibitors; 340,000 tested, 3.4% active; further: potency means the concentration at half of the fitted maximal effect
#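 Cells seeded at 1,000/well and cultured 4 h, then compounds added followed by HCVcc-Cre virus (~0.5 moi). After 44 h further culture, luciferase substrate was added, plates held 15 min at room temperature, and luminescence read for 15 sec.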
# Sm TGR inh: inhibitors of Schistosoma mansoni thioredoxin glutathione reductase; AID 485364; Potency, µM (titrated, usually from 114 µM), inactives show at the top dose activity change, negative = inhibition, usual class: inhibitors; Q962Y6; 360,000 tested, 3% active; purified TGR, DTNB reduction, TNB absorbance 405 nm; further: potency means the concentration at half of the fitted maximal effect; nearly all actives have a fitted effect of over 60% in size
#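 First, TGR (20 nM dispensed) and NADPH were mixed with compound. Second, a 15 min room-temperature incubation followed. Third, further NADPH and then DTNB were added to start the reaction. Finally, TNB absorbance was monitored kinetically.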
# An asterisk follows results filed as active; ? = inconclusive; nt = no result given; & = joins results of further samples; [ ] = remark or other dose. Unless noted, the call rests on the fitted dose curve; in most records, active means well fitted curve in the direction sought with a large enough effect; inconclusive means small, poorly fitted or top-dose-only effect, or another doubt; inactive means no such curve, though single readings can be large; an effect the other way counts as inactive or inconclusive. Unless noted, on the % scale 0 is the no-effect control and ±100 the full control effect.
structure,HCMV inh,Sm TGR inh,HCV inhibitor,AmpC no deterg,AmpC inh detg,FBPA Giardia inh
O=C(Cc1cccs1)NNC(=O)c1ccccc1Cl,1,-14%,4%,-15%,2%,nt
COc1ccc(Br)cc1CN(C)CC(O)COc1ccc(Br)cc1 (configuration not stated),?,1%,?,70%[activator],-10%,9%
C=C(C)C(=O)Nc1ccc2c(c1)OCCOCCOCCO2,6,6%,-4%,-13%,0%,-1%
O=C(CCCN1C(=O)C(c2ccccc2)Oc2cccnc21)NCc1ccc(F)cc1 (configuration not stated),0,2%,1%,25%,-1%,2%
CN1C(=O)C(=Cc2cn(CC(=O)N3CCCC3)c3ccccc23)C(=O)N(C)C1=O,-5,0%,7%,-10%,5%,9%
COc1ccc(-c2ccc(NS(=O)(=O)c3ccccc3)cc2)nn1,-7,8%,nt,nt,-6%,nt
COc1ccc(C(=O)N2CCC(C(=O)Nc3ccccc3C)CC2)cc1OC,-33,9%,-2%,-4%,10%,1%
COc1cccc(N2C(=O)/C(=C\c3cccs3)NC2=S)c1,?,?,4%,-30%,-1%,-16%
COc1ccc(-n2nc(C(=O)NCC(=O)N3CCCCC3)c3ccccc3c2=O)cc1,44,7%,-7%,-14%,-14%,6%
c1ccc(-c2cn3c(n2)SCC3)cc1,26,-16%,9%,-10%,2%,3%
O=C(/C=C/c1ccccc1)Oc1ccccc1C(=S)N1CCOCC1,?,0%,-5%,15%,10%,0%
CCc1nnc(NC(=O)c2cccc(S(=O)(=O)N3CCc4ccccc43)c2)s1,-6,0%,12%,-31%,-15%,7%
CCn1c(CNC(=O)c2ccc3c(c2)OCO3)nnc1SCC(=O)Nc1ccccc1F,-8,-15%,-1%,-5%,5%,-1%
CCS(=O)(=O)c1nc(S(=O)(=O)c2ccc(Cl)cc2)c(N2CCC(O)CC2)s1,-36,-13%,-1%,61%[activator],-3%,nt
Cc1ccc(C(=O)C[n+]2cc(-c3ccc(C)cc3)n3c2CCCCC3)cc1,-102*,8%,?,58%,-9%,5%
Cc1ccc(NC(=O)CSc2cn(CC(=O)N3CCCCCC3)c3ccccc23)cc1,6,9%,nt,nt,2%,nt
Cc1sc(NC(=O)C2CSC3(C)CCC(=O)N23)nc1-c1ccc(F)cc1 (configuration not stated),-4,7%,14µM*,10%,-3%,3%
O=C(CSc1nnc(CNC(=O)c2ccc(F)cc2)o1)NCc1ccccc1Cl,11,-9%,nt,-1%,-11%,1%
COc1cccc(OC)c1NC(=O)c1nc2c(nnn2Cc2ccccc2Cl)c(=O)[nH]1,-5,-1%,19%,-18%,-2%,8%
COc1ccc(C2NCc3ccc4c(c3-n3cccc32)OCO4)cc1O (configuration not stated),nt,-24%,0.56µM*,-35%,?,-12%
O=C(NCCc1cccc(Cl)c1)C1CCC(=O)N(Cc2ccc(Cl)cc2)C1 (configuration not stated),28,-2%,nt,153%[activator],5%,nt
O=C(Nc1ccc(N2CCOCC2)cc1)c1cn2ccccc2n1,15,0%,-5%,-2%,-7%,9%
O=C(COC(=O)c1cncc(Br)c1)NCc1ccccc1Cl,57,-13%,10%,-25%,-6%,3%
CCOc1cc(-c2nc(-c3ccc(C)nc3OC)no2)cc(OCC)c1OCC,-12,5%,?,-1%,?,1%
COc1ccc2c(c1)Cc1sc(NC(=O)c3ccccc3Br)nc1-2,-70*,-24%,nt,nt,-1%,nt
CC1CC(=O)C2=C(C1)OC(N)=C(C#N)C2c1coc2ccccc2c1=O (configuration not stated),45,-7%,-6%,-22%,0%,-5%
Cc1ccc(NC(=O)N2CCN(C)c3ncccc32)cc1C,1,-1%,nt,nt,3%,nt
CCOC(=O)C1CCN(/C=C2\C(=O)NC(=S)N(CC)C2=O)CC1,-4,nt,9%,-17%,1%,-1%
COc1ccccc1Nc1ccc(NC(=O)c2cccc([N+](=O)[O-])c2C)cc1,-62*,-5%,?,3.2µM*,1%,-3%
CS/C(=C\[N+](=O)[O-])Nc1ccc(OC(F)(F)F)cc1,-61*,0.28µM*,-23%,-19%,4%,6%
CCOC(=O)COc1ccc(S(=O)(=O)NCc2ccncc2)cc1,-19,2%,14%,-7%,2%,0%
O=C(CSc1ccc(Br)cc1)NCC1CCCO1 (configuration not stated),?,62%[activator],12%,-10%,1%,2%
FC(F)(F)c1ccccc1NC(=S)N1CCN(c2ccccn2)CC1,-23,7%,?,-7%,?,-12%
CCOC(=O)N1CCN(C(=O)CCc2ccccc2)CC1,24,9%,11%,2%,-12%,1%
CC(C)C1N(C(=O)CN2CCCCC2)CCN1S(=O)(=O)c1ccccc1 (configuration not stated),11,-11%,-4%,-11%,1%,4%
Cc1noc(C)c1COc1cccc(C(=O)Nc2ccc(OCc3ccccc3)cc2)c1,-21,2%,?,-40%,-3%,-1%
COc1ccc(NC(C)=O)cc1NC(=O)c1cccc(S(=O)(=O)N2CCN(Cc3ccccc3)CC2)c1,-15,5%,-24%,178%[activator],-5%,nt
COc1cccc(-n2nnc3c(=O)n(CC(=O)NCC4CCCO4)cnc32)c1 (configuration not stated),39,-1%,19%,-5%,-7%,4%
O=C(Nc1ccc(O)cc1)c1cc2n(n1)C(C(F)(F)F)CC(c1ccco1)N2 (configuration not stated),1,-4%,?,-6%,-13%,-2%
CCOC(=O)c1cnc2c(c(C)nn2CC)c1NC1CC1,?,7%,?,44%,6%,1%
CC(C)N(C)CCOC(=O)c1ccccc1Br,98,8%,1%,-12%,?,5%
CC1CCN(S(=O)(=O)c2cn(CC(=O)N3CCN(c4cccc(C(F)(F)F)c4)CC3)cn2)CC1,nt,9%,11µM*,148%[activator],-2%,nt
O=C(Cn1c(=O)n(-c2ccccc2)c(=O)c2c3c(sc21)CCCC3)Nc1ccc(F)cc1F,-35,1%,nt,nt,-8%,nt
c1ccc(-c2cnnc(SCc3cn4cccnc4n3)n2)cc1,-39,0%,7%,-12%,?,-26%
Cc1ccc(C)c(NC2=NC3(CCCCC3)N=C(N)N2)c1,-3,-9%,-4%&16%,-34%,0%,-2%
CCOC(=O)c1c(S(=O)(=O)NCC(=O)Nc2ccc(Cl)c(C(F)(F)F)c2)c(C)n(C)c1C,-27,-8%,nt,nt,-3%,nt
NS(=O)(=O)c1ccc(Sc2nc3ccccc3s2)c([N+](=O)[O-])c1,-40,45µM*,22µM*,-44%,3%,-12%
COc1ccccc1NC(=O)CN1CCN(CC(=O)Nc2ccc(F)cc2)CC1,15,-4%,?,46%,1%,-1%
Cc1ccc2c(c1)[C@H]1[C@H](CO2)[C@H](c2ccccc2)[C@]2(C)C(=O)N(Cc3ccccc3)CC(=O)N12,-7,nt,?,?,nt,nt
Cc1c(C(=O)NCc2cccnc2)oc2ccc(S(=O)(=O)N3CCC4(CC3)OCCO4)cc12,?,9%,17%,50%,?,11%
COc1ccc(NC(=O)CSc2nnc(Cc3ccc(C)cc3)c(=O)n2N)cc1OC,-36,-1%,5%,14%,0%,nt
CC(C)(C)OC(=O)C[C@H]1C/C=C\C[C@H](CC(=O)N[C@@H](CO)Cc2ccccc2)C(=O)N[C@H](C(C)(C)C)COC1=O,-3,nt,14%,205%[activator],nt,nt
CCOCCOC(=O)C1=C(C)NC(=O)NC1c1ccc2c(c1)OCO2 (configuration not stated),-10,5%,7%,-10%,?,8%
CCC(=O)OC1CSc2nc3ccccc3n2C1 (configuration not stated),-25,-2%,10%,-23%,3%,-3%
CC(=O)c1cccc(N(CC(=O)Nc2ccc(S(=O)(=O)N3CCOCC3)cc2)S(C)(=O)=O)c1,-3,0%,23%,-14%,3%,nt
Cc1ccc(Nc2cc(C)nc(N3CCOCC3)n2)c(C)c1,3,-2%,4%,-3%,4%,2%
CCOC(=O)N1CCN(S(=O)(=O)N(C)C)CC1,30,8%,12%,-19%,-5%,2%
CN(CCCNC(=O)c1cc2c(=O)[nH]c3ccccc3c2n1C)Cc1ccccc1,-19,-19%,-9%,2%,?,6%
C/C(=N\NC(=O)CSc1nc2ccccc2c(=O)n1-c1ccccc1C)c1cccs1,-37,0%,-4%,-38%,-15%,2%
COc1ccc(C(C)=O)cc1CSc1ccc2c(c1)OCCO2,-10,7%,-14%,19%,4%,-9%

# Compound profiles, from the list above. Screens in order: HCMV inh	Sm TGR inh	HCV inhibitor	AmpC no deterg	AmpC inh detg	FBPA Giardia inh
# Results for CC(C)N(C)CCOC(=O)c1ccccc1Br = 98	8%	1%	-12%	?	5%
# Results for NS(=O)(=O)c1ccc(Sc2nc3ccccc3s2)c([N+](=O)[O-])c1 = -40	45µM*	22µM*	-44%	3%	-12%
# Results for CC1CCN(S(=O)(=O)c2cn(CC(=O)N3CCN(c4cccc(C(F)(F)F)c4)CC3)cn2)CC1 = nt	9%	11µM*	148%[activator]	-2%	nt
# Results for COc1ccc(NC(=O)CSc2nnc(Cc3ccc(C)cc3)c(=O)n2N)cc1OC = -36	-1%	5%	14%	0%	nt

# New compounds follow.
structure,HCMV inh,Sm TGR inh,HCV inhibitor,AmpC no deterg,AmpC inh detg,FBPA Giardia inh
O=C(O)c1cccc(S(=O)(=O)Nc2cccc(S(=O)(=O)N3CCCC3)c2)c1,20,-3%,21%,-18%,-12%,nt
O=C(Nc1ccccc1Oc1cccnc1)C1CCCN(C/C=C/c2ccccc2)C1 (configuration not stated),20,-10%,?,107%[activator],3%,nt
O=S(=O)(NCCc1ccccc1)c1ccc(-n2cnnn2)cc1,33,-5%,-6%,-14%,-14%,-5%
O=C(c1ccc(Cl)c(S(=O)(=O)N2CCCCC2)c1)N1CCCC1,2,5%,10%,21%,-3%,-11%
COc1cccc(C(=O)Nc2cccc(OCc3cc(=O)n4c5c(sc4n3)CCCC5)c2)c1,19,-1%,nt,nt,-2%,nt
CCn1c2ccccc2c2nnc(SCc3ccccc3)nc21,21,-6%,?,-7%,-16%,-7%
Cc1ccc(NC(=O)Cn2nnc(-c3nc(-c4ccncc4)no3)c2N)c(C)c1,10,5%,nt,nt,-2%,nt
O=C(NC1CCN(S(=O)(=O)c2ccc(F)cc2)CC1)c1cccnc1,13,7%,2%,-7%,4%,nt
COc1cccc(CN2CCCC(C(=O)c3ccc4c(c3)OCO4)C2)c1O (configuration not stated),11,-1%,-3%,-7%,6%,0%
Cc1cccc(NC(=O)Cn2c(=O)n(CCC(C)C)c(=O)c3cccnc32)c1,29,-5%,nt,nt,-9%,nt
CCN1CCN(CCC(=O)Nc2cccc(OC)c2)CC1,23,8%,-8%,-8%,-3%,nt
N#Cc1ccccc1Cn1cc(/C=N/Nc2ccc([N+](=O)[O-])cn2)c2ccccc21,-29,0%,2.5µM*,-40%,?,12%
Cc1ccc(C)c(CN2C(=O)c3ccccc3S(=O)(=O)c3ccc(C(=O)NCCCN4CCCC(C)C4)cc32)c1 (configuration not stated),-14,-1%,nt,nt,-1%,nt
